High-throughput results (PubChem)
beta cell repl – MIN6 beta-cell proliferation induction. MIN6 cells proliferation, ATPlite luminescence, 48 h; cells starved in 0.2% serum; 100% = growth in 10% serum. proliferation, % at 10 µM. 0.29% of 330,000 active;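 active = compounds whose signal lies at least 3.5 SD above the mean of all wells on their plate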;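 note: 0% = DMSO-treated cells in low-serum medium and 100% = 10% serum control; some compounds called inactive have numbers as strong as hits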
mIAP inh – mouse IAP inhibition; purified mouse IAP, CDP-Star luminescence, 30 min; inhibition, % at 10 µM; 0.2% of 330,000 active; AID 2806;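 active = inhibition of at least 40% at 10 µM in the primary screen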;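 note: plate controls were DMSO with enzyme for no effect and no enzyme wells for full effect; values of inactives mirror those of a sister screen read the other way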
SENP1 inh – inhibitors of human SENP1 SUMO protease catalytic domain | Q9P0U3 | recombinant SENP1 catalytic domain, CyPet-SUMO1-YPet FRET cleavage | inhibition, % at 10 µM | 0.21% of 360,000 active | AID 624204;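 active = inhibition at least 30% at 10 µM, raw YFP signal under a set limit, fluorescence ratio 0.5 to 1.5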;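 note: 0% = enzyme with DMSO and 100% = no enzyme wells; some results filed as inactive read as strong as hits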
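Test system: recombinant human SENP1 catalytic domain, His6-tagged / Medium: pH 8 Tris buffer with EDTA, NaCl, BME, BSA, NP40, catalase / Also added: SUMO1 FRET substrate flanked by Cypet and Ypet, 25 nM / Times: 50 min reaction at room temperature / Signal: FRET, CFP and YFP emission / Control set: no-enzyme low control and enzyme-plus-DMSO high control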
hIAP act – increases human intestinal alkaline phosphatase activity. activation factor at 10 µM. P09923. 0.16% of 330,000 active. purified human IAP, CDP-Star luminescence, 30 min; stronger effect = higher value; 1 = vehicle-only enzyme, 0 = enzyme-free background;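 active = activation factor of the enzyme at least 2-fold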; note: the source names both 10 and 20 µM as test concentration; values of inactives mirror those of a sister screen read the other way
Target sequence (P09923 whole entry, looked up): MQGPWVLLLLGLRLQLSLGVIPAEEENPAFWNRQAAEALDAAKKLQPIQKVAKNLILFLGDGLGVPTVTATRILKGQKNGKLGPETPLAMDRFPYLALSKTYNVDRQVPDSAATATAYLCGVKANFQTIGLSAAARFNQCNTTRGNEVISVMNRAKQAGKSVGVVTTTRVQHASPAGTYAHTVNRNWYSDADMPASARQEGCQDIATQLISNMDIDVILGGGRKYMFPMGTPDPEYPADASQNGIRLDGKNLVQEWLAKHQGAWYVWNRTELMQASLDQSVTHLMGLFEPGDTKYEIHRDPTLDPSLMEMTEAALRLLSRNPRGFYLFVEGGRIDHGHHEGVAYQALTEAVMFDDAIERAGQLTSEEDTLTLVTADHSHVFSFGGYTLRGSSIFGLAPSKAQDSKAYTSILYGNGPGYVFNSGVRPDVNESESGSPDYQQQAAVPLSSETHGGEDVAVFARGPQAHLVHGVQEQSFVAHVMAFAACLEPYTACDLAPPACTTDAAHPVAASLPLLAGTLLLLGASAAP
hIAP block – human IAP inhibition | P09923 | purified IAP, CDP-Star luminescence, 30 min | inhibition, % at 10 µM | 0.12% of 330,000 active | AID 2544;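 active = inhibition reaching a set limit with compound at 10 µM in the primary screen, cut at about 35% in these data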;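 note: plate controls were DMSO wells with enzyme for no effect and no-enzyme buffer wells for full effect; values of inactives mirror those of a sister screen read the other way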
NALP3 yeast inh – inhibitors of NALP3 inflammasome in yeast | 0.39% of 330,000 active | Yeast reconstituted NLRP3/ASC/caspase-1, beta-gal luminescence, 24 h | inhibition, % at 10 µM;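 active = inhibition of 50% or more; inactive = inhibition below 50%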;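 note: plate controls were induced DMSO wells for no effect and uninduced yeast grown without galactose for full effect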
APOBEC3A inh – blocks human APOBEC3A ssDNA deamination; P31941; recombinant A3A, FAM/TAMRA ssDNA deamination fluorescence; inhibition, % at 20 µM; 0.41% of 330,000 active; AID 493011;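 active = at least 40% inhibition at 20 µM here, with at most 30% in a related deaminase screen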;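 note: plate controls were A3A with DMSO for no effect and wells lacking A3A enzyme for full effect; some results filed as inactive read as strong as hits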
Target sequence (P31941 whole entry, looked up): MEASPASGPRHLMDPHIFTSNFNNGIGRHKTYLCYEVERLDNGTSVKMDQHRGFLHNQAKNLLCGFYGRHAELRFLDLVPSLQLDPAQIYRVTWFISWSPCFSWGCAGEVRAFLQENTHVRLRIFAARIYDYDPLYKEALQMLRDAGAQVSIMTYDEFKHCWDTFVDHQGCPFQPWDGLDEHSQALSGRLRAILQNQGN
APOBEC3G inh – APOBEC3G (human) deaminase inhibition. recombinant A3G, ssDNA deamination FAM/TAMRA fluorescence. Q9HC16. 0.28% of 330,000 active. inhibition, % at 20 µM;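 active = inhibition of at least 40% at 20 µM, with no more than 30% in the related APOBEC3A deaminase screen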;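 note: plate controls were DMSO wells with A3G for no effect and wells lacking A3G enzyme for full effect; some compounds called inactive have numbers as strong as hits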
Target sequence (Q9HC16 whole entry, looked up): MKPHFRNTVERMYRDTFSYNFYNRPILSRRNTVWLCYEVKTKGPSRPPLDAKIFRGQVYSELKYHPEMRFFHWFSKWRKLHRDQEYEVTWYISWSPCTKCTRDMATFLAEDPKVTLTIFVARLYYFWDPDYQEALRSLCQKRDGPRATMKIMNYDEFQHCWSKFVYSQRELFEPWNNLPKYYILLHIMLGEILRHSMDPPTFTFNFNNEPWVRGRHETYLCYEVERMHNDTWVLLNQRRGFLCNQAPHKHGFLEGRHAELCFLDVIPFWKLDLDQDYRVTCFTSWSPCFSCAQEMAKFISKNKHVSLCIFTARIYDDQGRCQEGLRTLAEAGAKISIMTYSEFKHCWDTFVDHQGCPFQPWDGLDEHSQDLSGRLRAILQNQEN
mIAP activ – mouse IAP activation; 0.24% of 330,000 active; muIAP, CDP-Star luminescence, 30 min; stronger effect = higher value; 1 = vehicle-only enzyme signal, 0 = enzyme-free wells; activation factor at 10 µM; AID 2805;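 active = activation factor of at least 2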; note: the source names both 10 and 20 µM as test concentration; values of inactives mirror those of a sister screen read the other way
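Assay system: mouse IAP enzyme / Compound: DMSO-dissolved test compounds / Timing: 30 min, room temperature / Measured by: luminescence from enzymatic CDP-Star hydrolysis / Control set: DMSO-only wells, enzyme-free buffer wells as negative control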
Starred values were filed as active, the others as inactive; nt = no result given. Not all compounds are listed (hit frequency here may not be typical).

SMILES	beta cell repl	mIAP inh	SENP1 inh	hIAP act	hIAP block	NALP3 yeast inh	APOBEC3A inh	APOBEC3G inh	mIAP activ
COc1ccc(S(=O)(=O)NCC(=O)Nc2ccc(F)cc2)cc1	2	0	-2	1	0	15	4	1	1
CCc1cccc(CC)c1NC(=O)CSc1nnc(CCC(=O)O)c(=O)[nH]1	0	0	4	1	-5	2	3	-4	1
COc1ccc(-c2cc(=O)c3cc(OC)c(OC)cc3[nH]2)cc1	-1	2	0	1.1	-12	2	4	-1	0.98
CCNC(=S)N(CCO)Cc1cc2cc3c(cc2[nH]c1=O)OCO3	0	5	2	0.85	15	12	-3	-3	0.95
NC(=O)COc1ccc(C2c3c(oc4ccccc4c3=O)C(=O)N2CC2CCCO2)cc1 (stereo not given)	-3	-11	1	1	0	13	3	-2	1.1
Cc1ccc(O)c(-c2cc(-c3cccc(F)c3)n[nH]2)c1	-5	0	-2	1.6	-62	14	0	-1	0.99
NC(=O)CC[C@@H]1NC(=O)[C@@H]2CCCN2C(=O)c2cc([N+](=O)[O-])cc(I)c2NCCC[C@@H](C(=O)NC(CC(=O)O)C(N)=O)NC1=O (stereo not given in full)	5	7	nt	0.97	2	13	10	-1	0.93
C/C(=N\OC(=O)c1ccc(Cl)cc1)c1nccs1	2	20	5	0.82	18	31	-1	-5	0.81
CC(C)Oc1ccc(Br)cc1/C=N\NC(N)=S	0	4	1	1	-1	-8	2	-1	0.96
COCCNC(=O)c1onc(CSc2ccccc2)c1C(=O)NCCOC	-1	-1	0	0.97	3	12	-1	0	1
O=C1CCCCC1Sc1nnc(-c2ccc3c(c2)OCO3)o1 (stereo not given)	-4	29	1	0.95	4	17	5	-8	0.71
Cc1ccc(CNC(=O)c2ccc(N3CCC4(CC3)CC(c3ccccc3)=NO4)c(NC(=O)c3ccccc3)c2)cc1	-3	-13	0	1	0	6	1	-4	1.1
Cc1ccc2c(c1)N(S(=O)(=O)c1cc(-c3cc(C)no3)ccc1C)CCO2	-7	17	-2	0.95	5	4	-3	-2	0.83
Cc1cccc(NC(=O)Cn2c(O)c(N=NC(=O)c3ccncc3)c3ccccc32)c1	-3	10	2	1	-1	6	3	-1	0.9
CCOC(=O)C1(Cc2cccc(Cl)c2)CCCN(C(=O)c2occc2C)C1 (stereo not given)	3	0	1	1.3	-32	16	-3	-5	1
COc1ccc(/C=N/NC(=O)c2snnc2C)c(OC)c1OC	1	-12	-17	0.94	6	1	-5	2	1.1
CCCCCNCC(=O)Nc1cccc(C(=O)Nc2cccc(C(F)(F)F)c2)c1	-7	1	0	0.94	6	5	2	-5	0.99
COc1ccc(N2CCN(C(=O)CN(C3CCCCC3)S(C)(=O)=O)CC2)cc1	-3	-1	1	0.89	11	7	-1	-6	1
COC(=O)CN1C(=O)[C@H]2[C@@H](/C=C/c3ccccc3)N3C(=O)CN(CC4CC4)C(=O)[C@@]3(Cc3ccccc3)[C@H]2C1=O	-2	-6	-17	1.1	-14	2	-1	-9	1.1
CN1C(C(=O)NCCc2cccs2)CC2Cn3c(nc4cc5ccccc5cc43)C21 (stereo not given)	-3	1	0	1	0	17	8	5	0.99
CCN(CC)C(=O)/C=C/c1ccccc1	5	-11	1	0.91	9	24	0	-1	1.1
CCCCc1nnc(SCC(=O)Nc2nccs2)n1C	-3	4	-1	0.91	10	-5	-1	-2	0.96
O=C(NCc1ccncc1)C1CCN(S(=O)(=O)c2cc(Cl)ccc2Cl)CC1	-1	-8	2	1.1	-8	8	1	-6	1.1
Cc1cc(C)n(CC(C)NC(=O)c2cc(COc3c(F)cccc3F)on2)n1 (stereo not given)	3	8	2	0.92	8	-11	1	-12	0.92
C=CCOc1ccc(/C=C2\SC(=S)N(N3CCOCC3)C2=O)cc1	-3	13	0	0.76	24	27	0	-5	0.87
CCS(=O)(=O)N1CCCC(C(=O)NCc2ccccc2Cl)C1 (stereo not given)	1	9	2	1.1	-11	16	-16	-5	0.91
Cc1cccc(C)c1NC(=O)CN(C)CC(=O)c1c(N)n(Cc2ccccc2)c(=O)n(C)c1=O	-6	-17	-4	1.2	-21	13	0	-5	1.2
CCOC(=O)c1cc2c(nc1N)CCCC2	0	-7	0	1	0	1	-4	-5	1.1
CCOC(=O)NC(NC(=O)OCC)C(=O)c1ccccc1	-2	3	1	0.98	2	0	-5	-9	0.97
O=C(Nc1ccc(F)cc1)Nc1ccc(N2CCCC2)c(S(=O)(=O)Nc2ccccc2Cl)c1	-3	-91	0	0.87	13	12	-1	1	1.9
O=C(Nc1nnc(S(=O)(=O)Cc2ccc(F)cc2)s1)c1ccccc1F	0	-1	0	0.95	5	11	-6	-6	1
CCOc1ccc2nc(SCC(=O)c3ccccc3)sc2c1	-3	-1	-1	0.83	17	4	1	-3	1
CCN(C[C@H]1N[C@@](Cc2ccccc2)(C(=O)OC)[C@H]2C(=O)N(C)C(=O)[C@@H]12)C(=O)c1ccc(C(C)(C)C)cc1	-3	0	0	0.84	16	0	-4	-6	0.99
COc1ccccc1N1CCN(C(=O)Cn2nnc(-c3ccncc3)n2)CC1	-1	5	-1	0.99	1	-1	2	4	0.95
COc1ccccc1C(=O)Nc1ccc(OCC(=O)N2CC(C)OC(C)C2)cc1 (stereo not given)	-6	2	3	1.1	-12	19	2	1	0.98
O=c1[nH]ncc(N/N=C\c2cccs2)c1Cl	1	-3	-23	0.98	2	2	2	-12	1
Cc1c(NS(=O)(=O)c2ccc3c(c2)n(C)c(=O)n3C)c(=O)n(-c2ccccc2)n1C	0	-3	-1	0.96	4	-2	-2	-1	1
CN(C)S(=O)(=O)c1ccc(-c2ccccc2)cc1	3	1	0	1	-3	17	-1	-3	0.99
CCCC(NC(=O)C(C)Sc1nnnn1C1CC1)c1ccccc1 (stereo not given)	-2	1	-2	1.1	-7	9	1	0	0.99
COc1ccc([N+](=O)[O-])cc1NC(=O)C1CCCN1S(=O)(=O)c1cccs1 (stereo not given)	3	-1	1	0.76	24	12	0	-12	1
COc1ccc(Cl)cc1C(=O)NNC(=O)CCNC(C)=O	0	-7	2	1.2	-22	4	-7	-3	1.1
CCCCC#Cc1cncc(C(=O)N/N=C/c2ccccc2)c1	1	2	2	1	-2	10	2	-4	0.98
COc1ccccc1CN1CC(C(=O)NCCN2CCOC2=O)CCC1=O (stereo not given)	1	4	0	0.96	4	10	3	1	0.96
N#CCC(=O)N/N=C/c1cn(Cc2ccc3ccccc3c2)c2ccccc12	-1	-11	2	1.1	-8	-1	-1	-1	1.1
COC(=O)NCC(c1ccc2c(c1)OCO2)N1CCN(c2ccccc2)CC1 (stereo not given)	-1	3	0	1.1	-7	9	-7	-5	0.97
Cc1c(-n2c(O)c(C3=c4ccccc4=NC3=O)sc2=O)c(=O)n(-c2ccccc2)n1C	-4	-1	1	1.1	-5	6	-2	-6	1
N#Cc1cccc(NC(=O)Cc2ccccc2)c1	-3	13	-2	1	-2	5	1	-6	0.87
Nc1ccccc1Oc1ccc2ccccc2c1	-3	0	-1	1.2	-18	48	3	-10	1
Cc1nn2c(NCc3ccccn3)cc(C(C)(C)C)nc2c1-c1ccccc1	-4	-4	-1	1.2	-18	8	-1	-7	1
Cc1cc(C)nc(NC(=O)NC(=O)c2ccccc2)n1	-2	1	1	0.8	20	16	2	-6	0.99
COCCNCC(=O)C12CC3CC(CC(C3)C1)C2	-1	10	-1	1.1	-13	18	-4	-5	0.9
CCCN(Cc1nnc(-c2ccccc2Cl)o1)C(=O)c1ccc(C)c(S(=O)(=O)N2CCOCC2)c1	0	-2	2	1.1	-8	5	-1	-12	1
O=C1C=C(c2ccccc2C(F)(F)F)C[C@@H](c2ccc3c(c2)OCO3)C1	-2	3	2	0.95	5	16	-2	-5	0.97
O=C(COC(=O)CCC(=O)c1ccc(F)cc1)NCCc1ccccc1	-4	-9	4	1.1	-12	17	-3	-4	1.1
Nc1ccc(S(=O)(=O)c2cccc(N)c2)cc1	-2	1	-2	0.93	7	13	0	0	0.99
COc1ccc(C2C(C#N)=C(N)OC3=C2C(=O)CC(C)(C)C3)cc1Cn1nc(C)c([N+](=O)[O-])c1C (stereo not given)	-3	5	-1	1.2	-21	11	-1	-4	0.95
O=C(C1COc2ccccc2O1)N1CCN(c2ccccc2F)CC1 (stereo not given)	-2	-10	-3	0.94	6	11	1	-1	1.1
Cn1c(=O)c2c3c(sc2n2c(SCC(N)=O)nnc12)CC(C(C)(C)C)CC3 (stereo not given)	0	6	-2	0.89	11	12	-3	-7	0.94
CC(C)CC(=O)Nc1nnc(S(=O)(=O)Nc2ccccc2)s1	-3	-4	2	1	-3	6	0	-5	1
CCC(=O)N1CCN(c2ccc(NC(=O)c3cc4ccccc4o3)cc2)CC1	-1	0	1	1.1	-6	28	-4	-3	1

New compounds follow.
SMILES	beta cell repl	mIAP inh	SENP1 inh	hIAP act	hIAP block	NALP3 yeast inh	APOBEC3A inh	APOBEC3G inh	mIAP activ
CC1=C(C(=O)OCc2ccccc2)C(c2ccc(Cl)cc2Cl)NC(=O)N1CCCC(=O)O (stereo not given)	-4	-2	3	1	0	9	2	7	1
COCCn1c(SCC(=O)NC2CCCC(C)C2C)nc2ccccc2c1=O (stereo not given)	7	-2	1	0.97	2	20	-1	-6	1
COc1ccc2nc3oc(C(=O)N4CCC(C(N)=O)CC4)cc3cc2c1	1	17	3	1.1	-7	8	5	2	0.83
CCC1(C)Cc2c(sc3nc(SCC(=O)c4ccccc4)[nH]c(=O)c23)CO1 (stereo not given)	1	7	1	1.1	-7	19	1	-4	0.93
COC(=O)[C@@]1(C)[C@H]2C(=O)N(C)C(=O)[C@H]2[C@H]2CN=C(SCc3ccc(C#N)cc3)N21	nt	-16	0	nt	nt	nt	2	1	1.2
CCOc1ccc(NC(=O)CN2C(=O)COc3ccc(Cl)cc32)cc1	2	7	2	1.2	-17	4	-2	-3	0.93
O=C(CCC1CCCN(C(=O)c2cc(C3CC3)[nH]n2)C1)N1CCN(c2ccccn2)CC1 (stereo not given)	1	8	2	1.2	-22	2	4	-2	0.93
Nc1ccc(C(=O)OCc2nc3ccccc3[nH]2)cc1	0	-10	-1	1	-2	-13	1	0	1.1
CCn1ncc(CNC(=O)c2cccc([N+](=O)[O-])c2)c1C	-1	-4	nt	1.1	-7	2	1	-1	1
Cc1cc(C(=O)N/N=C/c2ccco2)c2ccccc2n1	-3	3	2	1	-4	24	2	0	0.97
CC(C)CN(C(=O)CSc1nc(N)cc(N)n1)C1CCS(=O)(=O)C1 (stereo not given)	-1	-12	-1	1.2	-16	-3	-4	-11	1.1

Three structures from above, sorted by SMILES length, low to high.
SMILES	beta cell repl	mIAP inh	SENP1 inh	hIAP act	hIAP block	NALP3 yeast inh	APOBEC3A inh	APOBEC3G inh	mIAP activ
COCCn1c(SCC(=O)NC2CCCC(C)C2C)nc2ccccc2c1=O (stereo not given)	7	-2	1	0.97	2	20	-1	-6	1
CCC1(C)Cc2c(sc3nc(SCC(=O)c4ccccc4)[nH]c(=O)c23)CO1 (stereo not given)	1	7	1	1.1	-7	19	1	-4	0.93
COC(=O)[C@@]1(C)[C@H]2C(=O)N(C)C(=O)[C@H]2[C@H]2CN=C(SCc3ccc(C#N)cc3)N21	nt	-16	0	nt	nt	nt	2	1	1.2
